miR122 inh: inhibitors of miR-122 in Huh7 cells; Huh7 miR-122 Renilla luciferase sensor, 48 h; neutral wells = 0, positive control = 100; activation (reporter increase), % at 12.5 µM; hit rate 0.3% among 340,000; AID 602342;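 active = mean replicate activation score at least 90 and every replicate individually at or above 90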;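 also: higher luciferase means less miR-122 activity so hits act as miR-122 inhibitors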
CASP6 VEID inh: inhibitors of human caspase-6; purified caspase-6, Z-VEID-R110 cleavage fluorescence; inhibition, % at 12.5 µM; hit rate 0.53% among 350,000; AID 686996;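 active = mean inhibition across replicates at least about 35%, with every replicate also reaching that limit, limit read from the data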;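 also: 0% = median of neutral control wells and 100% = no fluorescence left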
Target sequence (P55212 24-179 limits assumed): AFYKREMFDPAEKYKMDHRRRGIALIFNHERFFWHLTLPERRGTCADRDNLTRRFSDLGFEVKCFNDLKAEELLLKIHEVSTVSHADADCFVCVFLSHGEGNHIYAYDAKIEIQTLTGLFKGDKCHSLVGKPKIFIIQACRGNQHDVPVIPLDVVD
Target sequence (P55212 194-293 limits assumed): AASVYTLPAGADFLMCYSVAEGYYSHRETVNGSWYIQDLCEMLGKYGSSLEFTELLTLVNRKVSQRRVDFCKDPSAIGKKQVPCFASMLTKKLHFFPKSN
LGR2 inh: blocks bursicon-induced cAMP signaling via Drosophila LGR2; HEK293 LGR2, CRE-luciferase, bursicon-stimulated, 4 h; inhibition, % at 9.99 µM; hit rate 0.35% among 380,000; AID 720647;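 active = drop in luminescence signal, shown as inhibition above about 50% in the replicate tests, limit read from the data, passing the limit was not always enough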;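 also: agonist challenge used bursicon conditioned medium at about half maximal strength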
PAX8 reporter: lowers PAX8-driven luciferase in RMG-I cells | RMG-I TPO-luciferase reporter, SteadyGlo, 24 h | inhibition, % at 12.6 µM | hit rate 1.2% among 360,000 | AID 652154;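 active = mean replicate inhibition at least 60% with every replicate also reaching 60%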;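 also: luciferase light reporting Pax8 driven TPO promoter activity; plate controls were median of neutral control wells for no effect and mitoxantrone controls for full effect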
Cneo AK release: Cryptococcus neoformans lysis via adenylate kinase release; C. neoformans lysis, adenylate kinase release luminescence, 4 h; normalised: neutral wells 0, clomiphene wells 100; AID 651654; lysis activity, % at 15 µM; hit rate 0.2% among 360,000;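 active = mean lysis activity across replicates of at least 80%, whatever share of replicates individually reach that level; inactive = mean lysis activity below 80%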
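Signal: Adenylate kinase release luminescence | Assay system: Log-phase Cryptococcus neoformans yeast cells | Input: Cells at 5 × 10^6 per mL | Buffer or medium: Fresh YPD growth medium | Compound: Single dose | Schedule: Static 4 h at 37 °C with compound, 1 h detection | Controls: Clomiphene | Read-out: Luminescence rise reflecting yeast cell lysis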
PGC1a acetyl inh: PGC1a acetylation modulation, inhibitor mode. inhibition, % at 15.6 µM. hit rate 0.17% among 350,000. AID 651687. U2OS PGC1a acetylation, AlphaScreen anti-acetyl-lysine; with virally co-expressed GCN5 acetyltransferase;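 active = every replicate shows inhibition of at least 40%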;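 also: 0% = neutral control wells and 100% = positive control wells; some results beyond the cut were filed as inactive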
FN deposition inh: fibronectin deposition inhibition | AH1F fibroblasts, Alexa488-fibronectin deposition fluorescence, overnight | inhibition, % at 12.6 µM | hit rate 0.086% among 350,000;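 active = mean inhibition across replicates of 30% or more, regardless of how many single replicates reach that level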;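 also: positive control wells lacked labelled fibronectin entirely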
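Assay system: AH1F fibroblasts assembling fluorescent fibronectin matrix; Amount: 10000 AH1F cells per well; Buffer or medium: DMEM, 2% serum; Probe or stimulus: Alexa488-fibronectin, 24 nM final in well; Doses: single compound dose, delivered by pin transfer; Incubation: 1 h adhesion, overnight exposure; Measured by: fluorescence 485/525 nm; Read-out: fibronectin deposition inhibition.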
EWS-Fli block: blocks EWS/Fli oncoprotein-driven transcription | A673 NR0B1-luciferase reporter, viability-normalised | inhibition, % at 12.6 µM | hit rate 0.67% among 350,000;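 active = mean inhibition of at least 50% after viability correction, with every replicate also passing that limit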;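 also: firefly luciferase signal divided by Alamar Blue viability fluorescence both relative to DMSO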
* hit, by the source's call; · = no result given; [ ] = dose if it differs, or a comment.

smiles,FN deposition inh,PAX8 reporter,miR122 inh,Cneo AK release,EWS-Fli block,PGC1a acetyl inh,LGR2 inh,CASP6 VEID inh
CC(Sc1ccc([N+](=O)[O-])cn1)C(=O)Nc1nccs1 (configuration not stated),3,7,-4,0,2,·,15,·
CCCC(C)NS(=O)(=O)c1ccc(OC)c(C)c1 (configuration not stated),-11,·,153*,1,·,-7,·,·
COc1cc(/C=N/NC(=O)c2ccc(CSc3nc4ccccc4[nH]3)cc2)ccc1O,-1,19,3,·,20,-12,15,-5
CCN(CCN1CCCC1)C(=O)c1cc(COc2ccccc2SC)on1,-1,-6,3,1,-5,-1,-5,-6
CCOC(=O)/C=C1\CN(CCC(C)C)S(=O)(=O)c2ccccc21,-13,-11,-4,8,-2,·,-2,25
Cc1cccc2cc(CN(CC3CCCO3)S(=O)(=O)c3ccccc3)c(=O)[nH]c12 (configuration not stated),-17,-6,2,1,-5,-7,0,4
COc1ccc(NC(=O)N2C[C@@H](O)COC[C@@H]3O[C@@H](CC(=O)N4CCCCC4)CC[C@H]32)cc1,-15,-1,-2[16.7 µM],-2,-13,4,-26,1
COc1ccc2[nH]c(C(=O)O)c(CCN3C(=O)c4ccc(C(=O)O)cc4C3=O)c2c1,-3,-2,5,-3,-28,5,9,3
Cc1ccc(C(=O)N/N=C\c2ccc([N+](=O)[O-])s2)cn1,1,20,·,·,44,·,-6,14
CSc1ccc(NC(=O)C2(C)CCN2C(=O)Cc2ccc(C(C)(C)C)cc2)cc1 (configuration not stated),-5,25,0,0,27,10,2,2
O=C(Nc1nc(-c2ccc3c(c2)OCCO3)cs1)c1ccco1,1,-230,-2,-6,·,·,-99,-4
COc1cccc(C2C(C(=O)c3ccco3)=C(O)C(=O)N2CCN(C)C)c1OC (configuration not stated),-9,0,·,·,-1,·,-2,-3
C[C@H]1CN([C@@H](C)CO)S(=O)(=O)c2ccc(C#CC3(O)CCCC3)cc2O[C@H]1CN(C)C(=O)Cc1ccncc1,-3,-12,·,-1,-8,8,-7,-3
C[C@H]1CN([C@@H](C)CO)C(=O)c2cc(NS(=O)(=O)c3ccccc3)ccc2O[C@H]1CN(C)Cc1ccc(C(=O)Nc2ccccc2N)cc1,·,23,29[16.7 µM],-1,47,1,-7,-1
Cc1c(C)c2ccc(OC(C)C(=O)N3CC[C@@]4(O)CCCC[C@H]4C3)cc2oc1=O (some centres not stated),·,·,2,-1,2,-16,-3,1
Cc1ccccc1OCC(O)CNC1CCC(NCC(O)COc2ccccc2C)CC1 (configuration not stated),8,114*,-31,2,69*,-88,13,-28
O=C(O)CCc1nn2c3ccccc3n(CCO)c2nc1=O,5,-8,·,·,0,·,4,4
O=C1c2nc3cc(-c4ccco4)[nH]n3c(=O)c2CN1C1CCCCC1,-3,5,-3,-7,-19,2,·,3
O=C(O)c1ccc(S(=O)(=O)N2CCCCCC2)cc1,-5,9,-1,-1,·,-1,·,·
COc1cc(CC(=O)N(CC(C)C)C2CCS(=O)(=O)C2)cc(OC)c1OC (configuration not stated),6,-14,2,1,5,-2,·,-2
CN(C)C(=O)C[C@H]1C[C@@H]2c3cc(NC(=O)c4cccnc4)ccc3O[C@@H]2[C@@H](CO)O1,-16,2,-1[16.7 µM],-1,-3,3,-4,-2
N/C(=N\OC(=O)CSc1ccccc1)c1ccccn1,-11,-200,-6,-1,-58,1,-56,-1
COc1ccc(C(NC(=O)C2CCN(CCOc3ccccc3)CC2)c2ccccn2)cc1 (configuration not stated),-4,3,-3,2,10,-16,-1,1
CCC(C)CCN1CCN=C1Nc1ccccc1 (configuration not stated),-6,3,3,0,-11,-4,20,2
O=C(NCCN1CCN(c2ccccc2)CC1)c1ccccc1F,1,4,-15,1,-7,-4,8,·
CCN(CC)S(=O)(=O)c1ccc2[nH]c(=O)cc(C(=O)NCC3CCCO3)c2c1 (configuration not stated),-10,1,3,1,-4,-1,8,1
Cn1cnc(S(=O)(=O)N[C@@H]2C=C[C@H](CC(=O)NCC3CC3)O[C@@H]2CO)c1,10,-4,-16[16.7 µM],15,0,2,7,-1
Cc1ccc(S(=O)(=O)N2C[C@H]3[C@H]4C(=O)N(Cc5ccccc5)C(=O)[C@H]4CC(=O)[C@H]3[C@@H]2c2ccccc2Cl)cc1,-2,-3,4,35,-6,-12,-1,-1
O=C(Nc1ccc2c(c1)OCO2)C1CCN(S(=O)(=O)c2cccs2)CC1,-6,·,0,-2,·,3,-62,·
CNC[C@H]1Oc2ncc(-c3ccc(OC)cc3)cc2C(=O)N([C@@H](C)CO)C[C@H]1C,-3,-4,-6[16.7 µM],-5,-11,11,-7,1
COc1c2ccoc2c(OC)c2oc(=O)ccc12,·,·,-1,-1,-6,-5,·,2
COCC(C)n1c(SCC(=O)N2CC(=O)Nc3ccccc32)nc2ccccc2c1=O (configuration not stated),1,21,·,0,10,·,-5,-3
Cc1ccc(-n2ncc(Cl)c2C(=O)NC2CC2)cc1,-4,-114,14,·,-83,-9,-75,3
CC(=O)N1CC2(C1)[C@H](c1ccc(-c3cccc(F)c3)cc1)[C@@H](CO)N2CC1CCCC1,·,·,·,·,-5,-17,2,0
CC/C(=N\Nc1ccc([N+](=O)[O-])cc1[N+](=O)[O-])c1ccc(O)cc1,12,-9,-9,1,6,-2,14,-2
Fc1cccc(Cc2c(-c3cccc(Cl)c3)nc3ccc(Cl)cn23)c1,-9,-124,1,0,-58,5,-62,2
Fc1ccccc1NC(=S)NCc1ccc(Cl)cc1,-8,4,41,-7,-6,-6,-11,-5
COC(=O)c1ccc2c(c1)C(=O)N(C1CCCCC1)C2=O,·,·,3,5,·,-7,-15,·
C[C@@H]1CN([C@H](C)CO)S(=O)(=O)c2ccc(C3=CCCCC3)cc2O[C@H]1CN(C)Cc1ccccc1,8,·,7[16.7 µM],·,34,43*,2,·
O=C(C[C@H]1C[C@H](C(=O)N2CCOCC2)[C@@]2(CCC3CCCC3)c3[nH]c4ccc(Cl)cc4c3CCN2C1=O)NCCN1CCOCC1,·,-4,4,-1,0,0,5,-31
CN1C(=O)c2oc3ccccc3c(=O)c2C1c1cccnc1 (configuration not stated),14,5,-1,-3,6,4,18,-5
CCCC(=O)c1cc(F)c(N2CCN(CCC#N)CC2)cc1C,-7,-18,-14,21,·,·,·,·
O=C(Nc1ccccc1)c1cc([N+](=O)[O-])ccc1Cl,3,25,9,-1,8,-10,0,-4
CCc1ccc(-c2cc(C)no2)cc1S(=O)(=O)NCc1ccco1,-7,-4,159*,·,9,0,-2,8
O=C(OCC(=O)N1CCCC1=O)C1CCN(S(=O)(=O)c2ccc(Cl)c(C(F)(F)F)c2)CC1,1,-1,-8,3,-3,4,22,-1
CCOC(=O)CC1=C(C(=O)OCC)C(c2ccc(OC)c(OC)c2)C(C#N)=C(N)O1 (configuration not stated),-8,5,-1,0,·,·,·,·
CC(CCl)OC(C)CCl (configuration not stated),·,·,-4,-2,-3,24,-1,3
Cc1ccc(OCCOCCNC(C)(C)C)c([N+](=O)[O-])c1,20,5,1,-1,·,·,3,·
C[C@H](CO)N1C[C@H](C)[C@@H](CN(C)C(=O)C2CC2)Oc2cc(C3=CCCCC3)ccc2S1(=O)=O,·,·,24[16.7 µM],-1,11,-4,-1,5
C[C@H](CO)N1C[C@H](C)[C@H](CN(C)C(=O)C2CCCCC2)Oc2ncc(-c3ccncc3)cc2C1=O,2,·,-4[16.7 µM],-1,-8,6,16,-2

An excerpt of these results, as labelled records:
> Cc1ccc(OCCOCCNC(C)(C)C)c([N+](=O)[O-])c1
  FN deposition inh = 20	PAX8 reporter = 5	miR122 inh = 1	Cneo AK release = -1	EWS-Fli block = ·	PGC1a acetyl inh = ·	LGR2 inh = 3	CASP6 VEID inh = ·

> O=C(OCC(=O)N1CCCC1=O)C1CCN(S(=O)(=O)c2ccc(Cl)c(C(F)(F)F)c2)CC1
  FN deposition inh = 1	PAX8 reporter = -1	miR122 inh = -8	Cneo AK release = 3	EWS-Fli block = -3	PGC1a acetyl inh = 4	LGR2 inh = 22	CASP6 VEID inh = -1

(further entries)
smiles,FN deposition inh,PAX8 reporter,miR122 inh,Cneo AK release,EWS-Fli block,PGC1a acetyl inh,LGR2 inh,CASP6 VEID inh
CCN1CCN(C(CNS(=O)(=O)c2cccs2)c2cccnc2)CC1 (configuration not stated),-7,13,-5,2,16,-14,-6,-28
CCOc1ccc(CN2CCN(C(=O)c3cccc(F)c3)CC2)cc1,·,·,-2,-3,17,4,8,1
C[C@@H]1CN([C@@H](C)CO)C(=O)c2cc(NC(=O)Cc3ccccc3)ccc2O[C@@H]1CN(C)S(=O)(=O)c1cn(C)cn1,5,·,-3[16.7 µM],-1,-7,-4,-7,-1
COc1cccc(NC(=O)C(=O)c2cn(CC(=O)N3CCOCC3)c3ccccc23)c1,19,-23,-3,-6,·,2,-23,4
O=C(CN1CCCCCC1)Nc1ccccc1C(=O)Nc1ccccc1,1,·,·,·,-6,·,6,0
O=C(C[C@H]1CC[C@@H](NC(=O)c2ccccn2)[C@@H](CO)O1)NCc1cccc(F)c1,·,-5,·,46,3,7,-3,-2
COc1ccccc1N1CCN(C(=O)C2CCC(Cn3c(=S)[nH]c4ccccc4c3=O)CC2)CC1 (configuration not stated),8,26,-1,12,·,·,·,·
O=C(CC1Sc2ccccc2NC1=O)Nc1cccnc1 (configuration not stated),-2,13,·,·,-6,·,7,-3
Cc1ccccc1CN1CCNC(=O)C1CC(=O)O (configuration not stated),-1,9,2,-1,-3,2,14,-14
CCN(CC(=O)Nc1c(F)cccc1F)C(=O)c1cc([N+](=O)[O-])ccc1N1CCCCC1,5,80*,15,0,5,18,0,2
O=C(CN1CCN(Cc2ccccc2F)C1=O)NCc1ccco1,-39,5,-1,0,·,9,·,·
CCOC(=O)C(C)(C)Oc1ccc(Cl)cc1,4,11,0,-1,-3,9,3,2
CCOc1ccc(CCNC(=O)CSc2cc(=O)n(C)c3cc(Cl)ccc23)cc1OCC,·,·,1,0,·,2,7,·
CSCCC(NC(=O)c1cccc(C)c1)C(=O)OCC(=O)Nc1c(C)nn(-c2ccccc2)c1C (configuration not stated),0,-11,·,·,-1,·,-5,2
Cc1cc(CN(C)C(=O)CC2C(=O)NCCN2Cc2c(F)cccc2Cl)n[nH]1 (configuration not stated),-2,-18,·,·,-5,·,·,0
O=C(O)CC(NC(=O)C12CC3CC(CC(C3)C1)C2)c1cccc(Cl)c1 (configuration not stated),3,-6,·,0,4,·,17,-1
Cc1ccc(CNC(=O)CN(C)S(=O)(=O)c2cccs2)cc1,8,-10,-2,4,-3,-5,·,0
Cc1nc2ccc(S(=O)(=O)NC(C(=O)Nc3nc4ccc(Cl)cc4s3)C(C)C)cc2s1 (configuration not stated),-14,9,5,1,-3,3,-7,1

Grouped by structure: the entries above containing a tert-butyl group
smiles,FN deposition inh,PAX8 reporter,miR122 inh,Cneo AK release,EWS-Fli block,PGC1a acetyl inh,LGR2 inh,CASP6 VEID inh
CSc1ccc(NC(=O)C2(C)CCN2C(=O)Cc2ccc(C(C)(C)C)cc2)cc1 (configuration not stated),-5,25,0,0,27,10,2,2
Cc1ccc(OCCOCCNC(C)(C)C)c([N+](=O)[O-])c1,20,5,1,-1,·,·,3,·

From PubChem BioAssay

Hits appear at their usual frequency; 2.5% or so of the library scored in one or more.
